TRHR agonist: activates the human TRH receptor | P34981 | TRHR cells, calcium flux fluo-8, FDSS agonist mode | activation, % at 2 µM | 360,000 compounds, 0.18% hits | AID 493084; in the data active = activation above about 30%; also: 0% is about no effect
Target sequence (P34981 whole entry, looked up): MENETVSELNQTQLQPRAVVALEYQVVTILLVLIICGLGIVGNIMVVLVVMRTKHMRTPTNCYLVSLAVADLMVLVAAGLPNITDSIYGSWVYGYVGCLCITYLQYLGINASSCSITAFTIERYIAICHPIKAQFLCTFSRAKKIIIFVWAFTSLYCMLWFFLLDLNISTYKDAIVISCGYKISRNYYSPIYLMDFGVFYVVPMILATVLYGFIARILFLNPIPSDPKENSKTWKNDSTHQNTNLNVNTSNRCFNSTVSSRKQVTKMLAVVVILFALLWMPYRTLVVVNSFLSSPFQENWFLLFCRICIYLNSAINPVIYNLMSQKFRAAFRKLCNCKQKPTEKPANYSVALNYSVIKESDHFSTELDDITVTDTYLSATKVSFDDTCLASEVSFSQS
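TRHR-expressing cells loaded with fluo-8 calcium dye; 23 nL library compound pin-transferred, kinetic FDSS fluorescence (Ex 480/Em 530) recorded about 180 s for agonist-induced calcium release, before a 10 nM TRH EC20 addition for potentiator mode.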
APE1 inh: blocks human APE1 abasic DNA cleavage; recombinant APE1, TAMRA/BHQ-2 abasic DNA cleavage fluorescence; Potency, µM (series often up to 65.8 µM), inactives show at the top dose activity change, negative = inhibition, most hits filed as inhibitors; P27695; 350,000 compounds, 0.35% hits;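 also: potency is read from the fitted curve at half-maximal effect; plate controls were vehicle for no effect and reference inhibitor for full effect; nearly all actives have a fitted effect of over 55% in size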
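0.75 nM APE1 + cpd, 15 min RT; start w/ 50 nM TAMRA/BHQ-2 THF-abasic dsDNA; kinetic fluor 525/598 nm ×3 reads @60 s; Δ(read3−read1); normalized to DMSO and NSC13755 control wells.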
BLM inh: Bloom syndrome helicase (human) inhibition. recombinant BLM DNA unwinding, fluorescence dequenching. Potency, µM (highest dose often 56.1 µM), for the others: top-dose activity change, negative = inhibition, usual class: inhibitors. 350,000 compounds, 0.2% hits. AID 2528;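 also: potency is read from the fitted curve at half-maximal effect; plate controls were vehicle for no effect and no enzyme for full effect; nearly all actives have a fitted effect of over 35% in size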
Pol beta inh: DNA polymerase beta (human) inhibition. P06746. Pol beta primer extension/strand displacement, fluorescence kinetic. Potency, µM (doses to about 114 µM), without a hit: top-dose activity change, negative = inhibition, usual class: inhibitors. 340,000 compounds, 1.3% hits; also: potency is read from the fitted curve at half-maximal effect; % is scaled to controls: 0 for no effect and ±100 for the full control effect
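10 nM enzyme + cpd, 15 min RT; start with substrate 50 nM final; read 0 min and after 10 min RT. Corrected, normalized data; 4-parameter Hill curve fit.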
POLI inh: inhibitors of human DNA polymerase iota. Q9UNA4. Pol iota fluorescent replication assay, 10 min. Potency, µM (series often up to 115 µM), for the others: at the highest dose activity, negative = inhibition, hits mostly inhibitors. 390,000 compounds, 1% hits; also: potency is read from the fitted curve at half-maximal effect
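Pol iota at 10 nM preincubated 15 min with compounds at room temperature; reaction started with fluorescent substrate, 50 nM final. Fluorescence read kinetically at 0 and 10 min; buffer-only wells as negative control.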
POLK inh: blocks human DNA polymerase kappa activity; Q9UBT6; purified Pol kappa, fluorescent DNA synthesis assay, 10 min; 400,000 compounds, 0.53% hits; AID 588579; Potency, µM (series often up to 107 µM), without a hit: at the highest dose activity, negative = inhibition, usual class: inhibitors; also: potency is read from the fitted curve at half-maximal effect; % is scaled to controls: 0 for no effect and ±100 for the full control effect
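Fluorescent qHTS in 1536-well format: enzyme (10 nM) and compound sat 15 min at room temperature before 50 nM substrate (final) was added. Signal taken at 0 and 10 min; no-enzyme buffer wells were negative controls.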
12-LOX inh: inhibitors of human 12S-lipoxygenase ALOX12; purified 12hLO, xylenol orange hydroperoxide absorbance; Potency, µM (top dose mostly 108 µM), inactives show at the top dose activity change, negative = inhibition, usual class: inhibitors; 580,000 compounds, 1.1% hits; AID 1671190; P18054; also: potency is read from the fitted curve at half-maximal effect; % is scaled to controls: 0 for no effect and ±100 for the full control effect
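Purified human 12hLO at 150 nM in 25 mM Hepes, 0.01% Triton X-100, pH 7.0, preincubated 15 min at room temperature with compound. Reaction started with 40 uM arachidonic acid, 30 min at room temperature. Hydroperoxide measured by Fe-xylenol orange, 573/405 nm absorbance ratio.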
Anesthetic bind: binds horse apoferritin like a general anesthetic; AID 485281; apoferritin/1-aminoanthracene competitive binding, fluorescence; 350,000 compounds, 0.074% hits; Potency, µM (doses to about 77.5 µM), inactives show top-dose activity change, negative = displacement, most hits filed as inhibitors; P02791; also: potency is read from the fitted curve at half-maximal effect; % is scaled to controls: 0 for no effect and ±100 for the full control effect; nearly all actives have a fitted effect of over 20% in size
Target sequence (P02791 2-175 limits assumed): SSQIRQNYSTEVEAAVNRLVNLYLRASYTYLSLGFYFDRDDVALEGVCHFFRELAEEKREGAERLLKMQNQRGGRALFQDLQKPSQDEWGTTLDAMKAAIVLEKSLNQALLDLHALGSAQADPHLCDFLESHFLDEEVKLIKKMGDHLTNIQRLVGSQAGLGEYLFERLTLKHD
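Apoferritin-based anesthetic binding model; compound displacement of fluorescent 1-AMA measured as endpoint fluorescence after 10 minutes at room temperature, scaled to free-ligand and complex controls.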
ERG-DNA inh: blocks human ERG Ets domain binding to DNA. P11308. fluorescence polarization, His-ERG Ets domain / labelled DNA. Potency, µM (top dose mostly 76.9 µM), inactives show at the top dose FP activity, negative = inhibition, actives largely listed as inhibitors. 370,000 compounds, 0.028% hits; active = well fitted inhibition curve with a large enough effect in the polarisation, with a control signal flat; inconclusive = small, poorly fitted or top-dose-only effect, or effect the other way, or a change in a side signal; inactive = no such curve, though single readings can be large or run the other way; the % refers to the polarisation;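 also: polarization taken with two DNA probes labelled with fluorescein and Texas red; potency is read from the fitted curve at half-maximal effect; % of control where 0% means no effect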
Target sequence (P11308 whole entry, looked up, the tested form may be a part): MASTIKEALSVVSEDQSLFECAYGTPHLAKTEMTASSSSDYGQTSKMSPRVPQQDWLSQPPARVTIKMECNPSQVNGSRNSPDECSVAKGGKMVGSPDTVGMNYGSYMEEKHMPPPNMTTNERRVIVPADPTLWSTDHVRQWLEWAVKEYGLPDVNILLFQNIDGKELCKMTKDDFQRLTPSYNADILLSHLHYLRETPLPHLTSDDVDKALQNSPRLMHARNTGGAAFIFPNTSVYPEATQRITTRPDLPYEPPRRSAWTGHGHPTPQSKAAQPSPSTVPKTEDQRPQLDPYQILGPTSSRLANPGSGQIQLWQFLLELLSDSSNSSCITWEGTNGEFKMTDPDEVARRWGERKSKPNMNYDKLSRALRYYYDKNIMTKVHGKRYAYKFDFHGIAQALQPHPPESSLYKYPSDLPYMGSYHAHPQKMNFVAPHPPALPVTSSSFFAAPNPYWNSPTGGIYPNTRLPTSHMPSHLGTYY
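His-tagged ERG Ets domain (1 uM in the protein solution; 300mM KCl, 50mM Tris-HCl, 1mM EDTA, 1mM DTT, pH 7.5) received compound, then a probe mix of 5 nM fluorescein-DNA and 100nM Texas-615-DNA. Fluorescence polarization was read for both dyes.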
The depositor's hits bear a star; ? = inconclusive; . = not tested or not shown; & = joins results of further samples; [ ] = remark or other dose. Unless noted, calls follow the shape of the dose curve; as a rule, active = well fitted curve in the direction sought with a large enough effect; inconclusive = small, poorly fitted or top-dose-only effect, or another doubt; inactive = no such curve, though single readings can be large; an effect the other way counts as inactive or inconclusive. The list is partial; rates above refer to the full screens.

SMILES	TRHR agonist	APE1 inh	BLM inh	Pol beta inh	POLI inh	POLK inh	12-LOX inh	Anesthetic bind	ERG-DNA inh
CCOc1cc(CNC(=O)CSc2n[nH]c(-c3ccccc3)n2)cc(OCC)c1OCC	-0.8	.	0%	0%	-7%	-11%[60.1 µM]	-19%	50%[activator]	0%
CCN(C(=O)CN1C(=O)NC2(CCCc3ccccc32)C1=O)c1ccc(F)cc1 (stereo not drawn)	2.1	3%	.	.	-13%	-5%	437%[activator]	.	-2%
CCOC(=O)c1ccc(Nc2nc(C)cc(=O)[nH]2)cc1	0.2	1%	-1%	22%	12%	-14%	3%	-11%	.
CCCn1c2ccccc2c2cnn(CC(=O)Nc3cc(OC)c(OC)c(OC)c3)c(=O)c21	-0.7	.	-14%	-17%	-11%	-14%	-26%	6%	5%
O=C(Nc1c[nH]c(=O)[nH]c1=O)c1ccc([N+](=O)[O-])cc1	-0.2	4%	1%	1%	15%	-10%	0%	1%	-4%
Cn1c(CN2CCCCC2)nc2cc(NC(=O)c3ccc(F)cc3)ccc21	0.3	-9%	1%	-4%	-2%	-3%	0%	-19%	8%
CCN(C(=O)CSc1nnc2ccccn12)C1CCS(=O)(=O)C1 (stereo not drawn)	1.1	13%	-4%	48%[activator]	149%[activator]	-12%	0%	-1%	4%
CCOC(=O)N1CCC(NC(=O)CCC(=O)c2ccccc2)CC1	-0.2	2%	-1%	-24%	6%	3%	0%	11%	-4%
CC(=O)Oc1c(-c2ccco2)oc2ccccc2c1=O	8.0	-5%	3%	18%	147%[activator]	-6%	-2%	-5%	1%
CCc1nn(-c2cc(Cl)ccc2OC)c2c1C(=O)CCC2	-1.8	?	-1%	-24%	15%	-11%	0%	-13%	-1%
CCn1nc(NS(=O)(=O)c2ccc(NC(C)=O)cc2)c2cc3ccc(C)cc3nc21	0.4	33%	2%	8%	-2%	6%	5%	-19%	7%
Cc1cccn2c(=O)c3cc(C(=O)NC4CCCC4)c(=N)n(CC4CCCO4)c3nc12 (stereo not drawn)	-0.2	15%[12.4 µM]	4%	30%	103%[activator]	6%	-28%	73%[activator]	14%
CC(C)CC(=O)c1c[nH]c(C(=O)NCCCn2ccnc2)c1	-0.9	2%	0%	-4%	12%	-5%	-12%	8%	-3%
CCc1c(C(=O)OCc2ccccc2)[nH]c(C)c1C	0.8	-4%	-9%	?	29%	-3%	3%	-23%	2%
CC(=O)N=C(N)Sc1nc2ccccc2[nH]1	-0.8	-3%	4%	27%	6%	-2%	33%[activator]	3%	2%
COc1ccc(C2/C=C\CN(C(=O)c3ccc(C)cc3)CC(=O)N2Cc2ccc(F)cc2)cc1 (stereo not drawn)	-0.4	-3%&-1%	-12%&-3%	-19%	8%&6%	12%&-8%	?	-3%&-13%	3%
CCC(=O)N1CCc2cc(Br)cc(S(=O)(=O)N3CCN(c4ccccc4OC)CC3)c21	-0.2	.	-1%	10%	23%	9%	-25%	-10%	-2%
c1ccc(-c2nnc3ccc(N4CCC5(CC4)OCCO5)nn23)cc1	-0.4	-1%	4%	21%	20%	-7%	5%	-16%	-8%
CCCCNC(=O)CCn1c(=O)c2cccn2c2cccnc21	-0.1	.	2%	22%	21%	7%	-20%	-2%	-6%
Cc1ccc(NC(=O)CSCC(=O)N(C)CC(=O)Nc2cccc3ccccc23)cc1	-0.9	-4%	.	.	34%[activator]	-5%	2%	.	-4%
COc1ccc(Cl)cc1C(=O)NCc1ccco1	-0.6	10%	-2%	20%	31%[activator]	2%	12%	-12%	10%
O=C(NC1=NCCS1)c1cccc(S(=O)(=O)N2CCOCC2)c1	1.1	-8%	.	.	-7%	-3%	-8%	.	-5%
COc1ccc(Cn2ccnc2SCC(=O)Nc2ccc(C)cc2C)cc1	-0.4	.	-2%	8%	25%	-10%[60.1 µM]	-6%	-11%	3%
COc1cccc(OC)c1C(=O)Nc1cc(C)on1	0.3	3%	-4%	0%	15%	-12%	477%[activator]	-5%	-8%
Cc1[nH]c(C)c(S(=O)(=O)NCc2ccco2)c1C(=O)N1CCCCC1	0.1	21%	0%	19%	4%	-5%	-5%	3%	-23%

Continued.
SMILES	TRHR agonist	APE1 inh	BLM inh	Pol beta inh	POLI inh	POLK inh	12-LOX inh	Anesthetic bind	ERG-DNA inh
OC1(Cc2ccn[nH]2)CCCCC1	0.0	3%	-1%	15%	1%	-6%	.	?	-1%
CC(CC(=O)Nc1ccc(Cl)c(S(=O)(=O)N2CCOCC2)c1)c1ccccc1 (stereo not drawn)	1.6	11%	.	.	?	0%	?	.	-4%
CN(C)C=Nc1ncc2c([nH]c3ccccc32)c1C#N	0.0	-10%	-1%	0%	-4%	-4%	0%	-17%	-3%
Cc1cccc(OC(=O)c2ccc3nccnc3c2)c1	-0.4	-2%	-1%	17%	?	0%	0%	-20%	7%
COc1ccc(NC(=S)NNC(=O)Cn2nc(C(F)F)cc2C(F)F)cc1	0.7	11%	2%	57%	19%	-4%	-20%	-7%	-8%
CN(Cc1ccccc1)S(=O)(=O)c1ccc(Cl)c(C(=O)NCc2ccc3c(c2)OCO3)c1	0.7	?	-3%	0%	-3%	-22%	-14%	-2%	8%
O=C1Nc2ccccc2/C1=N\c1sc2c(c1C(=O)Nc1ccccc1)CCCC2	0.1	-3%	-8%	2%	8%	-11%	?	-22%	6%
CCN1C(=O)c2ccccc2Sc2ccc(C(=O)NC(C)C)cc21	-1.4	0%	-7%	38%	21%	-2%[60.1 µM]	-11%	-10%	-3%
O=C(c1cn(-c2ccccc2)nc1-c1cccs1)N1CCN(c2ccccc2)CC1	0.6	-2%	-10%	4%	?	3%	.	-4%	-1%
CCc1c(C)nc2c(-c3ccccc3)c[nH]n2c1=O	0.0	11%	-3%	3%	?	2%	35%[activator]	-4%	-2%
O=C1OCC2=C1C(c1ccc(F)cc1)c1cc3c(cc1N2)OCO3 (stereo not drawn)	-0.9	0%	-2%	13%	24%	-1%	76%[activator]	-13%	-1%
Cc1ccc(-c2csc3nc(C(C)C)oc(=O)c23)c(C)c1	0.7	3%	1%	1%	26%	15%	1%	-3%	6%
CCOC(=O)Nc1ccc2c(c1)N(C(=O)CN(C)C)c1ccccc1CC2	-0.7	39%	1%	35%	27%	10%	2%	-9%	0%
COc1ccc(CCC(=O)NNC(=O)c2cc(Cl)ccc2OC)cc1OC	-0.8	25%	0%	24%	-9%	-4%	-1%	-10%	12%
CCOc1ccc(-c2nc(-c3cccnc3)no2)cc1	-0.4	5%	2%	0%	51%[activator]	-12%	0%	0%	-8%
Cc1cc(Cl)ccc1OCCCC(=O)OCC(=O)c1c(N)n(C)c(=O)n(C)c1=O	0.1	-8%	-4%	11%	21%	-9%	39%[activator]	-2%	4%
Cc1ccc(C)c(NC(=O)COc2coc(CN3CCc4ccccc43)cc2=O)c1	-0.6	-5%	.	.	?	-10%	?	.	13%
CN1CCN(C(=O)c2ccc3c(=O)n(CCc4ccccc4)c(=S)[nH]c3c2)CC1	.	.	.	.	-4%	-2%	?	.	-5%
Cc1ccc2nc(N(CCN3CCOCC3)C(=O)CCS(=O)(=O)c3ccccc3)sc2c1	-0.1	-17%	.	.	53%[activator]	-3%	?	.	-2%
Cc1cccc(N(C(=O)CCC(=O)Nc2ccccn2)C(C(=O)NC(C)C)c2ccc(F)cc2)c1 (stereo not drawn)	-0.1	-15%	1%	54%	44%[activator]	-1%	-11%	2%	0%
Cc1ccc([C@@H]2[C@@H]3C(=O)N(C)C(=O)[C@@H]3[C@]3(Cc4ccccc4)C(=O)N(Cc4ccccn4)CC(=O)N23)o1	-0.1	9%	0%	-3%	?	-8%	-6%	-8%	4%
CCCOc1ccc(C(=O)Nc2cc(S(=O)(=O)N3CCOCC3)ccc2N2CCN(CC)CC2)cc1OC	.	.	.	.	-3%	-3%	7%	.	-1%
Cc1cccc(NC(=O)c2cc3c(=O)n4cccc(C)c4nc3s2)c1C	1.6	.	-7%	36%	-9%	-3%	-22%	6%	-14%
CC1CCCC(C)N1CC(O)COCC1COc2ccccc2O1 (stereo not drawn)	0.2	1%	0%	0%	12%	1%	0%	-8%	3%
Oc1ccc(/C=N/n2c3ccccc3c3ccccc32)cc1	0.2	-2%	-10%	2%	-4%	-13%	55%[activator]	-24%	-10%

Carrying on.
SMILES	TRHR agonist	APE1 inh	BLM inh	Pol beta inh	POLI inh	POLK inh	12-LOX inh	Anesthetic bind	ERG-DNA inh
O=C(NC(=O)c1c(Cl)cccc1Cl)Nc1ccc(Oc2cccnc2)nc1	0.8	9%	-5%	34%	-14%[58.9 µM]	0%	99%[activator]	-11%	-6%
CCC(c1nnnn1Cc1ccc(F)cc1)N1CCN(C)CC1 (stereo not drawn)	-0.1	3%	-4%	0%	30%	11%	-6%	-1%	?
CCOc1cc(N2CCOCC2)c(OCC)cc1NC(=O)CCC1CCCC1	-0.5	12%	-5%	32%	-10%	7%	?	-10%	-5%
O=c1c(Cl)c(N2CCN(S(=O)(=O)c3ccccc3)CC2)cnn1-c1ccccc1	0.6	3%	-2%	15%	10%	-7%	3%&3%	-8%	-8%
COc1ccc(NS(=O)(=O)c2cccc(-c3nnc4n3CCCCC4)c2)cc1	-0.3	-1%	-1%	?	4%	7%	255%[activator]	-10%	-6%
O=C(NCc1ccc(F)cc1)c1ccc(CS(=O)(=O)Cc2ccc(F)cc2)o1	0.3	-5%	0%	19%	-4%	3%	-1%	-8%	-9%

Reprinted at random: two compounds from above.
SMILES	TRHR agonist	APE1 inh	BLM inh	Pol beta inh	POLI inh	POLK inh	12-LOX inh	Anesthetic bind	ERG-DNA inh
CC(=O)N=C(N)Sc1nc2ccccc2[nH]1	-0.8	-3%	4%	27%	6%	-2%	33%[activator]	3%	2%
Cc1[nH]c(C)c(S(=O)(=O)NCc2ccco2)c1C(=O)N1CCCCC1	0.1	21%	0%	19%	4%	-5%	-5%	3%	-23%

Screening results: PubChem, National Center for Advancing Translational Sciences (NCATS)
